Screening results deposited in PubChem BioAssay by Broad Institute.
RAD54 branch: RAD54 (human) branch migration inhibition; AID 602329; hit rate 0.14% among 360,000; RAD54 Holliday junction branch migration, FAM/BHQ fluorescence; Q92698; inhibition, % at 10.4 µM;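 active = mean normalized replicate activity at least 40 and at least half of replicates scoring 40 or more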;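 also: 0% = median of neutral control wells and 100% = median of positive control wells; inhibitors cause a drop in the FAM fluorescence signal; in these data hits start at about 50%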
ERAP1 HTS inh: inhibitors of human ERAP1 aminopeptidase; recombinant ERAP1, Leu-AMC fluorescence, 60 min; inhibition, % at 10.7 µM; hit rate 0.15% among 340,000;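 active = mean replicate inhibition of at least 30%, or all replicates individually reaching that 30% level; inactive = mean below 30% and not every replicate reaching it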;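 also: 0% = neutral control wells and 100% = L-leucinethiol positive control wells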
Target sequence (Q9NZ08 whole entry, looked up): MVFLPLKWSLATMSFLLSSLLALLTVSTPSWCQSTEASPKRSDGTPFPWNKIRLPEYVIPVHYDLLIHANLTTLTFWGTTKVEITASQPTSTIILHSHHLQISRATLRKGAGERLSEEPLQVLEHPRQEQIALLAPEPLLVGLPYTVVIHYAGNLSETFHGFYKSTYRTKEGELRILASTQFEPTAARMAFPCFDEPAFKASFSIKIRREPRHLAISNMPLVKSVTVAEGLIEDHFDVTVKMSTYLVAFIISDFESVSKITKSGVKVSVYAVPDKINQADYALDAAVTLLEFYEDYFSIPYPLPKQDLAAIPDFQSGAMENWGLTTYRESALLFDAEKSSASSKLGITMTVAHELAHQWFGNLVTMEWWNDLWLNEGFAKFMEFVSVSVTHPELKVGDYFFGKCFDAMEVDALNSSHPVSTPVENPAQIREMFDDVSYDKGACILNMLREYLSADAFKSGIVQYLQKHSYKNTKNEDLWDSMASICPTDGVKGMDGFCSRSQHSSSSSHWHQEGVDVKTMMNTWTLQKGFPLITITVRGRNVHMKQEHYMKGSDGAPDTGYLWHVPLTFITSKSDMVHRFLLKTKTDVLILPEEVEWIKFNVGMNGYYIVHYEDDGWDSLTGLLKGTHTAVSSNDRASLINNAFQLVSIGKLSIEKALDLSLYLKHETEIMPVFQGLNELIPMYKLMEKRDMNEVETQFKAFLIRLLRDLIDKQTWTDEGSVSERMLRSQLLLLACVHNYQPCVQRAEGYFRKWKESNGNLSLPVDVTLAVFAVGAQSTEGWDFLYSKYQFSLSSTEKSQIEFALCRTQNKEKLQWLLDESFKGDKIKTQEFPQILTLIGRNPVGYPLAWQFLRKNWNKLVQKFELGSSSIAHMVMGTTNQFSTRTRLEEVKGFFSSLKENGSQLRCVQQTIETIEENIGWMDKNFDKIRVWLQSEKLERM
miR-122 sensor: blocks miR-122 activity in Huh7 sensor cells; Huh7 miR-122 Renilla luciferase sensor, 48 h; neutral wells = 0, positive control = 100; activation (reporter increase), % at 12.5 µM; hit rate 0.3% among 340,000; AID 602342;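 active = mean replicate activation score at least 90 and every replicate individually at or above 90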;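 also: higher luciferase means less miR-122 activity so hits act as miR-122 inhibitors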
E-selectin induc: E-selectin induction on HUVECs | P16581 | HUVEC E-selectin immunofluorescence imaging; normalized: neutral wells 0, TNF-alpha wells 100 | activation, % at 7.58 µM | hit rate 0.37% among 260,000 | AID 686992;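 active = mean E-selectin-positive cell signal at least 10% of the positive control, reached in at least 60% of replicates, without over 20% cell loss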;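 also: in these data hits start at about 27%; measured in HUVEC primary endothelial cells; signal is the percent of cells scored E-selectin positive by PE staining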
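Read-out: % PE-positive cells | Test system: HUVEC | Doses: One compound dose added by pin transfer | Buffer or medium: EGM-2 over gelatin coat | Signal: Immunofluorescence imaging | Benchmarks: TNF-alpha, DMSO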
RAD52 anneal inh: inhibitors of human RAD52 DNA annealing. P43351. recombinant RAD52 DNA annealing, FRET fluorescence. inhibition, % at 18.7 µM. hit rate 0.46% among 360,000. AID 651710;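 active = every replicate showing at least 50% inhibition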
Cneo AK release: Cryptococcus neoformans lysis via adenylate kinase release; C. neoformans lysis, adenylate kinase release luminescence, 4 h; normalised: neutral wells 0, clomiphene wells 100; lysis activity, % at 15 µM; hit rate 0.2% among 360,000;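 active = mean lysis activity across replicates of at least 80%, whatever share of replicates individually reach that level; inactive = mean lysis activity below 80%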
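Assay system: Cryptococcus neoformans yeast cells / Dosing: single-point compound dose / Timing: 4 h at 37 °C static, read 1 h later / Measured by: luminescence of released adenylate kinase using an AK detection reagent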
PglD inh: PglD (C. jejuni) enzyme inhibition. purified PglD enzyme, DTNB colorimetric CoA detection. inhibition, % at 12.5 µM. hit rate 0.098% among 360,000. AID 602405; in the data active = inhibition above about 16%, passing the limit was not always enough; also: strong numbers were not always called active
PGC1a acetyl inh: modulators of PGC1a acetylation; U2OS PGC1a acetylation, AlphaScreen anti-acetyl-lysine; with virally co-expressed GCN5 acetyltransferase; inhibition, % at 15.6 µM; hit rate 0.17% among 350,000; AID 651687;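 active = every replicate shows inhibition of at least 40%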;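 also: 0% = neutral control wells and 100% = positive control wells; some results beyond the cut were filed as inactive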
Numbers without * were called inactive; x = no result given; [ ] = remark or other dose.

SMILES	RAD54 branch	ERAP1 HTS inh	miR-122 sensor	E-selectin induc	RAD52 anneal inh	Cneo AK release	PglD inh	PGC1a acetyl inh
C[C@@H]1CN([C@H](C)CO)S(=O)(=O)c2ccc(C#Cc3cccnc3)cc2O[C@@H]1CN(C)C(=O)CN(C)C	7	1	-11[16.7 µM]	0.4	1	-1	14	0
COc1ccc(C(=O)COC(=O)CNC(=O)c2cccs2)cc1Br	8	3	7	x	-3	-2	-3	x
Cc1ccccc1NCCC(=O)Nc1ccc(F)cc1	-1	4	x	x	-11	-1	7	x
CC(C)CCNC(=O)C1CC2Cn3c(nc4cc(Cl)c(Cl)cc43)C2N1C (stereo not drawn)	1	x	-2	0.0	-13	0	-1	9
Cc1cccc2cc(CNCC3CCCO3)c(Cl)nc12 (stereo not drawn)	x	3	x	-0.6	-70	x	x	9
COc1ccc(Cn2c(C)c(C)c(C#N)c2NC(=O)Nc2ccc(Cl)cc2)cc1	-6	x	2	x	x	0	-1	-2
CCCOC(=O)Nc1ccc(N2CCCCC2)cc1	0	x	-7	x	x	-4	1	x
CCc1nc2c(OCC(N)=O)cccn2c1N(C)C(=O)C(C)C	2	-2	1	0.1	-8	0	-4	7
O=C(Nc1cc(S(=O)(=O)N2CCOCC2)ccc1Cl)c1cc([N+](=O)[O-])ccc1Cl	1	x	x	x	x	2	-3	-67
Clc1cccc(N2CCN(Cc3nc(-c4ccccc4)no3)CC2)c1	3	2	2	0.2	-31	1	-2	-1
C[C@H](NS(=O)(=O)c1ccc(F)cc1)C(=O)OCC(=O)c1c(N)n(C)c(=O)n(C)c1=O	-1	-1	5	x	-8	0	1	3
C/C(=N/OCO/N=C(/C)c1ccc(F)cc1)c1ccc(F)cc1	-3	-2	-3	1.6	-10	-1	26*	2

Entries of single compounds from above:
Profile of `O=C(Nc1cc(S(=O)(=O)N2CCOCC2)ccc1Cl)c1cc([N+](=O)[O-])ccc1Cl` = RAD54 branch = 1; ERAP1 HTS inh = x; miR-122 sensor = x; E-selectin induc = x; RAD52 anneal inh = x; Cneo AK release = 2; PglD inh = -3; PGC1a acetyl inh = -67
Profile of `CCCOC(=O)Nc1ccc(N2CCCCC2)cc1` = RAD54 branch = 0; ERAP1 HTS inh = x; miR-122 sensor = -7; E-selectin induc = x; RAD52 anneal inh = x; Cneo AK release = -4; PglD inh = 1; PGC1a acetyl inh = x

(cont.)
SMILES	RAD54 branch	ERAP1 HTS inh	miR-122 sensor	E-selectin induc	RAD52 anneal inh	Cneo AK release	PglD inh	PGC1a acetyl inh
COc1ccc(-c2cn(Cc3ccc4ccccc4c3)nn2)cc1	4	-3	2	0.0	-1	1	0	7
O=C(CSc1nc(-c2ccco2)cc(C(F)(F)F)n1)N1CCSCC1	-2	x	2	x	x	0	2	-6
C=C1CCC(N(O)c2cc(C)on2)C(=C)CCC2C1CC2(C)C (stereo not drawn)	5	4	3	x	6	0	-2	-5
Cc1ccccc1OCc1nc2c3cnn(C)c3ncn2n1	-3	x	-7	x	x	-2	1	0
CNC(C)C#Cc1c(-c2cc(OC)c(OC)c(OC)c2)noc1C (stereo not drawn)	8	-1	-5	0.0	-26	0	-2	15
COc1ccc2oc(=O)c(-c3nnc(NCc4ccco4)s3)cc2c1	2	x	-3	x	x	0	-2	-8
CCCNC(=O)N1CC2(CN(CC3CCOCC3)C2)c2c(n(C)c3cc(OC)ccc23)[C@@H]1CO	x	-1	x	0.9	5	x	x	-6
O=C(NCc1ccc(Cl)cc1)C1CC(O)CN1S(=O)(=O)c1ccc(Cl)cc1 (stereo not drawn)	-4	6	-1	x	-7	1	2	-4
CC(OC(=O)c1ccc([N+](=O)[O-])cc1)C(=O)NCC1CCCCC1 (stereo not drawn)	-7	0	-3	x	-12	-1	1	x
C/C=C/c1ccc([C@H]2[C@@H](CNC(=O)C3CC3)N(C(=O)CC)[C@H]2CO)cc1	1	-5	18[16.7 µM]	-0.2	-39	-2	1	2
COc1cccc(NC(=O)CSc2nnc(NC(=O)C3CCC3)s2)c1	4	-2	-2	x	-22	-3	12	x
O=C([C@@H]1[C@@H](CO)[C@@H]2Cn3c(cccc3=O)[C@@H]2N1Cc1ccncc1)N1CCCCC1	-5	2	x	0.1	-17	1	5	x
Cc1cc(C)nc(Nc2nc(C(N)CCc3ccccc3)cs2)n1 (stereo not drawn)	-7	3	3	0.1	-17	1	5	-6
CC(C)n1c(/C=C/[C@H](O)C[C@H](O)CC(=O)O)c(-c2ccc(F)cc2)c2ccccc21	2	x	4	x	x	0	0	14
Cc1c(C(=O)N2CCC(n3nccc3NC(=O)C3CC3)CC2)[nH]c2ccc(Cl)cc12	7	-2	5	-0.4	-3	4	-4	0
COc1ccccc1N1CCN(C(=O)c2cc(-c3ccccc3O)on2)CC1	2	0	x	10	4	0	-2	x
CCC(CO)Oc1cc(NCc2cccc(F)c2)c2ncn(C(C)C)c2c1 (stereo not drawn)	1	x	x	0.0	-10	-38	-2	x
CCOC(=O)CNC(=O)CN1C(=O)CCSc2ccccc21	-11	5	-1	x	-7	-3	0	1
CNC(=S)N1N=C(c2ccc(C)cc2)CC1c1ccc(OC)c(OC)c1 (stereo not drawn)	-6	x	-16	x	x	6	-1	x
COc1ccc(S(=O)(=O)N(C)C[C@H]2Oc3ccc(NC(=O)Cc4cn(C)c5ccccc45)cc3C(=O)N([C@H](C)CO)C[C@@H]2C)cc1	2	0	-2[16.7 µM]	4.1	-6	-22	-1	-12
CS(=O)(=O)N(CC(=O)N1CCN(c2ccccc2)CC1)c1cc(C(F)(F)F)ccc1Cl	-2	-3	x	x	3	3	0	1
O=C(O)C(Cc1ccccc1)N=Cc1c(O)c2ccccc2oc1=O (stereo not drawn)	x	3	1	x	-5	x	x	1
CSc1nc(Oc2ccc(=O)n(C)n2)nc(N(C)C)n1	0	x	0	x	x	-1	4	17
Cc1ccc(C(=O)Nc2cc(Cl)ccc2Oc2ccccc2)cc1[N+](=O)[O-]	1	x	3	x	x	1	-3	-9

Ordered by count of non-hydrogen atoms (ascending): some entries from above
SMILES	RAD54 branch	ERAP1 HTS inh	miR-122 sensor	E-selectin induc	RAD52 anneal inh	Cneo AK release	PglD inh	PGC1a acetyl inh
Cc1cc(C)nc(Nc2nc(C(N)CCc3ccccc3)cs2)n1 (stereo not drawn)	-7	3	3	0.1	-17	1	5	-6
COc1ccccc1N1CCN(C(=O)c2cc(-c3ccccc3O)on2)CC1	2	0	x	10	4	0	-2	x
CS(=O)(=O)N(CC(=O)N1CCN(c2ccccc2)CC1)c1cc(C(F)(F)F)ccc1Cl	-2	-3	x	x	3	3	0	1

The list continues.
SMILES	RAD54 branch	ERAP1 HTS inh	miR-122 sensor	E-selectin induc	RAD52 anneal inh	Cneo AK release	PglD inh	PGC1a acetyl inh
COc1ccc(C(=O)NC2CCN(S(=O)(=O)c3ccc(C)cc3)CC2)cc1	-8	1	1	x	-3	-3	10	-3
COCCN1C(=O)N(C)[C@@H](c2ccccc2)C(C(C)=O)=C1C	4	-3	-1	0.0	-14	0	1	5
COc1ccc(/C=C/C(=O)NCc2ccc(F)cc2)cc1S(=O)(=O)N1CCOCC1	1	2	74	4.3	-12	-6	5	9
O=C(CSCc1ccccc1Cl)NNC(=O)c1ccccc1	-6	x	-5	x	x	-3	-2	x
CCCCn1nnnc1SCC(=O)NCc1ccccc1	9	x	3	x	x	-4	5	-3
COc1ccccc1CNS(=O)(=O)c1cc(CN2C(=O)c3cccnc3C2=O)ccc1OC	4	1	-3	x	-1	-2	-9	0
CCc1nc2ccc(C(=O)NCc3ccccc3OC)cn2c1N(CC)CCOC	-5	-1	4	0.3	-7	0	-8	0
Cc1ccc(C(=O)N2C(=O)c3cccc(N)c3C2=O)o1	-14	x	-3	-0.3	-5	0	0	-5
C[C@H](CO)N1C[C@H](C)[C@@H](CN(C)C)Oc2ccc(NS(=O)(=O)c3cccs3)cc2C1=O	16	2	2[16.7 µM]	0.3	1	-3	-4	4
C[C@H](CO)N1C[C@H](C)[C@H](CN(C)Cc2cncnc2)Oc2ncc(-c3cccc(F)c3)cc2C1=O	-2	-4	17[16.7 µM]	0.1	7	9	14	-5
COc1ccc(-c2cc(C(F)(F)F)nc(S(C)(=O)=O)n2)cc1OC	4	x	9	6.7	x	-1	0	13
COc1ccccc1C(=O)Nc1ccnn1C1CCN(CCCc2ccccc2)CC1	-3	-1	-3	x	-9	-5	4	22
CCCNC(=O)N1[C@H](C#N)[C@H](c2ccc(C3=CCCCC3)cc2)[C@@H]1CO	-9	4	x	x	7	-3	1	-16
C[C@H]1CCCCO[C@@H](CN(C)C(=O)Nc2ccc(C(F)(F)F)cc2)[C@@H](C)CN([C@@H](C)CO)C(=O)c2cc(NC(=O)Nc3ccc(C(F)(F)F)cc3)ccc2O1	-12	x	1[16.7 µM]	0.2	x	2	0	6
Cc1ccccc1CSc1nnc(C)c(=O)n1N	x	20	-3	0.7	-9	x	x	7
CC(C)N(C(=O)CSc1nnc(CSc2ncccn2)n1C)C(C)C	0	-1	-10	0.1	1	3	-162	-9
O=C(Nc1ccccc1Cl)C(Cl)C(=O)c1ccccc1 (stereo not drawn)	7	-4	-3	-0.3	-18	-8	5	1
COc1ccc(C)cc1N(CC(=O)O)S(=O)(=O)c1ccc(C)cc1	-3	x	1	x	x	-2	-2	1
CC(C)n1c(SCC(=O)Nc2ccccc2N2CCOCC2)nc2c1c(=O)n(C)c(=O)n2C	-19	x	0	x	x	2	3	-17
CCSc1nc2c(c(=O)[nH]c(=O)n2C)n1C	-1	x	-5	x	x	0	-1	10
CN(C)c1ccc(C(CC(=O)O)NC(=O)c2ccc(Cl)cc2)cc1 (stereo not drawn)	-1	x	2	x	x	0	-5	-6
Cc1ccc(C(=O)NC(=S)N2CCN(C(=O)OC(C)(C)C)CC2)cc1Br	x	0	0	6.2	-4	x	x	x
CN(C)S(=O)(=O)c1cccc(NC(=S)NNC(=O)c2cc3ccccc3cc2O)c1	-8	1	0	0.0	-182	0	-5	18
COc1ccc(OC)c(NC(=O)c2cccc(NC(=O)c3ccccc3)c2)c1	3	-3	-2	x	-12	-2	0	6
COc1ccc(C2C(C(=O)Nc3cc(OC)c(OC)c(OC)c3)c3ccccc3C(=O)N2C)cc1 (stereo not drawn)	0	-1	29	-1.4	-13	-2	12	-7
O=C(N/N=C\C=C\c1ccco1)C1COc2ccccc2O1 (stereo not drawn)	-4	4	x	0.2	-18	0	0	-34
COc1ccccc1C#Cc1ccc([C@@H]2[C@H](CO)N3CCCCN(S(C)(=O)=O)C[C@@H]23)cc1	-5	1	-3[16.7 µM]	0.6	-10	4	6	-11
CC(C)C[C@H](N)c1cn([C@@H](Cc2cc3ccccc3[nH]2)C(=O)N2CCNCC2)nn1	11	x	x	0.0	x	5	-5	x
CCCCN(C(=O)C1CC(=O)N(c2ccc3c(c2)OCCO3)C1)c1c(N)n(CCC)c(=O)[nH]c1=O (stereo not drawn)	2	-3	x	x	-9	3	0	-9
O=C(OCn1nnc2ccccc2c1=O)c1cccc(S(=O)(=O)N2CCOCC2)c1	11	0	-4	x	-9	0	1	7
COc1cccc(N(CC(=O)Nc2ccccc2C)S(C)(=O)=O)c1	-2	x	-5	x	x	1	-5	10
O=C1C=C(NC2CC2)C2(CCCCC2)O1	-1	x	-1	x	x	3	2	-3
CCN(CC)C(=O)CCCSc1nnc(Nc2ccccc2F)s1	x	0	-3	x	7	x	x	12
CN(CC(=O)Nc1cccc(F)c1)C(=O)c1ccncc1	1	-1	10	-1.1	-4	-1	1	8
CCc1cccc(NC(=O)COC(=O)CSc2ccc(C)cc2)c1	7	-8	-3	5.9	-8	-1	5	x
CCOC(=O)N1CCN(Cc2cc(=O)oc3ccc4ccccc4c23)CC1	1	x	-3	x	x	-17	2	3
COc1cc(/C=N/NC(=O)CNC(=O)c2ccncc2)ccc1O	6	-3	0	-0.3	-12	-2	-4	-3
COc1cc(/C=C2\SC(=Nc3ccccc3OC)NC2=O)ccc1O	-12	-2	x	-0.2	-70	-1	-2	x
